# PAFAH2 FP inh: inhibitors of human PAFAH2. Q99487. recombinant PAFAH2, FP-rhodamine activity probe, fluorescence polarization. inhibition, % at 3.39 µM. 340,000 compounds, 0.99% hits. AID 492956;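 active means inhibition above the mean over all tested compounds plus 3 SD, cut at about 30% in these data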;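 further: inhibitors block probe labeling of enzyme so polarization drops; 0% = enzyme with DMSO and 100% = wells lacking PAFAH2 protein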
# PAFAH1B3 FP inh: blocks human PAF acetylhydrolase 1B catalytic subunit 3 | recombinant PAFAH1B3, FP-rhodamine probe, fluorescence polarization | 340,000 compounds, 0.28% hits | inhibition, % at 3.39 µM;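 active means inhibition above the screen-wide average of all tested compounds plus 3 SD, cut at about 25% in these data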;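 further: 0% = enzyme with DMSO only and 100% = wells lacking PAFAH1B3 protein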
# Target sequence (Q15102 whole entry, looked up): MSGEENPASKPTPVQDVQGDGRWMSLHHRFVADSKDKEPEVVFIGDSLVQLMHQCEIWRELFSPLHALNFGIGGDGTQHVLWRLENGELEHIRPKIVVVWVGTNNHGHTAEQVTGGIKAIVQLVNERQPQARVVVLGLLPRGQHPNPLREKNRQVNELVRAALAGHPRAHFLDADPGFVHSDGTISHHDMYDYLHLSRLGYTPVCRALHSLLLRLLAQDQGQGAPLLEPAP
# The depositor's hits bear a star.
PAFAH2 FP inh,PAFAH1B3 FP inh,compound
7,14,OC[C@H]1O[C@@](CO)(O[C@H]2O[C@H](CO)[C@@H](O)[C@H](O)[C@H]2O)[C@@H](O[C@H]2O[C@H](CO)[C@@H](O)[C@H](O)[C@H]2O)[C@@H]1O
6,7,CN(C)CCNc1nc2sc3c(c2c(=O)n1Cc1ccccc1)CCCCC3
-3,14,COc1ccc(OC)c(S(=O)(=O)N2CCC(C(=O)N3CCN(c4ccc(F)cc4)CC3)CC2)c1
-1,9,CN(C(=O)c1cccc(NC(=O)Cc2ccc(NC(=O)C3CCN(C(=O)C4CCCC4)CC3)cc2)c1)C1CCCCC1
1,9,COCCn1c(C)c(C)c2c(NCCc3ccccc3)ncnc21
-4,0,CC(C)(C)C(=O)NCc1ccc(C(=O)CSc2nnc(-c3ccncc3)n2C2CC2)s1
-3,5,CCOC(=O)N1CCN(Cc2ccc3ccccc3c2)CC1
5,8,Cc1ccc(S(=O)(=O)N(CCC(=O)NCc2ccc(S(N)(=O)=O)cc2)c2ccccc2)cc1
5,-1,CCN(CC(=O)Nc1cc(Cl)ccc1C)C(=O)CSCc1ccccc1
-1,1,CCOc1ccccc1NC(=O)NNS(=O)(=O)c1cc(C)ccc1C
-2,7,CCc1ccc(C(O)(CC)C(CN2CCOCC2)c2ccccc2)cc1 (configuration not stated)
0,-1,COc1ccc(C2/C=C\CN(C(=O)Oc3ccccc3)CC(=O)N2Cc2ccc(F)cc2)cc1 (configuration not stated)
0,13,CCC(C)NC(=O)c1ccccc1NC(=O)COc1ccc(OC)cc1 (configuration not stated)
14,3,CC1(C)CC[C@]2(C(=O)n3ccnc3)CC[C@]3(C)[C@H](C(=O)C=C4[C@@]5(C)C=C(C#N)C(=O)C(C)(C)[C@@H]5CC[C@]43C)[C@@H]2C1
-1,8,CCOc1ccccc1N1CC(C(=O)Nc2cc(S(=O)(=O)N3CCOCC3)ccc2OC(C)C)CC1=O (configuration not stated)
1,7,Cn1c(CNc2ccc(F)cc2)nc2ccccc21
4,14,CCC1CN2CCc3cc(OC)c(OC)cc3C2CC1CC1c2cc(OC)c(OC)cc2CCN1C(=O)C(Cc1c[nH]c2ccccc12)NC(=O)OC(C)(C)C (configuration not stated)
7,8,CC1CCC(=NO)C(=NO)C1 (configuration not stated)
-4,-9,CCN(CC)CCOC(=O)c1ccc(NC(=O)CCCN2C(=O)/C(=C/c3cccs3)SC2=S)cc1
-1,-3,Cn1c(=O)n(CC(N)=O)c(=O)c2c1nc1n2CCCN1Cc1ccccc1
5,4,CC1CCc2[nH]c3ccc(C(=O)N(C)CC(=O)Nc4ccccc4Cl)cc3c2C1 (configuration not stated)
-4,1,Cc1occc1-c1nnc(SCC(=O)N2CCCc3ccccc32)n1Cc1ccco1
11,8,O=C(Nc1ccc2ccccc2c1[N+](=O)[O-])c1ccccc1
10,12,CCOC(=O)C(C(=O)Cc1ccccc1)c1ccccc1 (configuration not stated)
44*,1,COc1ccc(CCNC(=O)COC(=O)c2cccs2)cc1
-3,5,Cc1ccc(S(=O)(=O)N2CCN(C(=O)CN(Cc3ccco3)Cc3cccs3)CC2)cc1
24,53*,COc1cc(NCCCC(C)N)c2ncccc2c1 (configuration not stated)
3,4,N#Cc1c(N2CCN(c3ccc(F)cc3)CC2)nc(N)c2c(N)nc3c(c12)CC(=O)N3C1CC1
-10,-3,O=C(Nc1ccncc1)Nc1ccc(Cl)cc1Cl
-2,10,O=C1C(O)=CC(=C(c2ccccc2)c2ccccc2)c2ccccc21
-2,14,Cc1c(CN2CCC(n3nccc3NC(=O)C3CCOC3)CC2)[nH]c2ccccc12 (configuration not stated)
-8,-5,CCOc1nc(-c2ccc(OC)cc2)ccc1-c1noc(-c2ccncc2)n1
1,3,CSCCC(NC(=O)c1ccccc1Cl)C(=O)Nc1ccncc1 (configuration not stated)
3,3,Clc1ccccc1CSc1cnnc2ccccc12
-7,-1,Cc1cccc(C(=O)N2[C@@H](C(C)C)COc3cc(Br)ccc3S2(=O)=O)c1
3,11,O=C1C2C3C=CC(O3)C2C(=O)N1N=Cc1cccc2ccccc12 (configuration not stated)
-4,5,COc1cccc(-n2c(SCC(N)=O)nnc2-c2ccco2)c1
5,10,O=C(Nc1ccc2c(c1)CCC2)c1ncoc1-c1ccccc1F
-2,10,COC(=O)[C@@H](Cc1c[nH]c2ccccc12)NC(=O)C1CCCN(S(=O)(=O)c2ccc(C)cc2)C1 (some centres not stated)
-2,7,CC(=O)Nc1ncc(Sc2ccc([N+](=O)[O-])cc2)s1
-1,0,COc1ccc(CCN2CC(C(=O)OCc3ccccc3Cl)CC2=O)cc1OC (configuration not stated)
-3,5,CCOc1nc(OCC)c2[nH]c(C(=O)O)c(Br)c2n1
0,-4,O=C(CCN1C(=O)C2C3CCC(C3)C2C1=O)OCC(=O)c1ccc(Cl)cc1 (configuration not stated)
-3,2,COC1=NC2=NCCN2C(OC)=N1
4,1,Cc1ccncc1CNC(=O)c1ccccc1
6,13,CCOC(=O)C(Cc1ccnc2ccccc12)=NO
-1,11,COc1cccc(NC(=O)CSc2nnc3ccc(-c4ccccn4)nn23)c1
3,4,COc1ccc2c(c1OC)OCC2C (configuration not stated)
19,0,C=C1CC(COc2cc(=O)oc3ccccc23)(c2ccccc2)OC1=O (configuration not stated)
12,1,O=C1C(=O)c2ccccc2C(O)=C1CC=C(Cl)Cl
4,6,CCCCn1cnc2c(SCc3ccccc3Cl)nc(N)nc21
-8,7,Fc1ccc(-c2ccc3c(c2)C2CC3CCN2Cc2ccc3c(c2)OCO3)cc1 (configuration not stated)
2,1,COc1cc(O)c2c(=O)c(-c3ccc(O[C@@H]4O[C@H](CO)[C@@H](O)[C@H](O)[C@H]4O)cc3)coc2c1
4,11,Cc1ccc(CN2C(=O)COc3cc(NS(C)(=O)=O)ccc32)cc1
-25,-22,CCN1C(c2ccccc2)=C(c2ccccc2)S/C1=C/C=C1\SC(=S)N(C)C1=O
-3,6,CCc1c(C)nc2ncnn2c1Nc1ccccc1C
-2,5,CCc1ccc(N2CCN(S(=O)(=O)CC34CCC(CC3=O)C4(C)C)CC2)cc1 (configuration not stated)
0,2,CC(C)(CNC(=O)c1ccc(NS(=O)(=O)c2ccc(F)cc2)cc1)N1CCOCC1
2,2,CCc1ccc(NC(=O)CN2CCN(c3ccc(OC)cc3)CC2)cc1
9,-1,COC(=O)Cn1c2ccccc2c2nc3ccccc3nc21

# Ordered by SMILES length (descending): six of the compounds above
PAFAH2 FP inh,PAFAH1B3 FP inh,compound
-2,5,CCc1ccc(N2CCN(S(=O)(=O)CC34CCC(CC3=O)C4(C)C)CC2)cc1 (configuration not stated)
-1,11,COc1cccc(NC(=O)CSc2nnc3ccc(-c4ccccn4)nn23)c1
3,11,O=C1C2C3C=CC(O3)C2C(=O)N1N=Cc1cccc2ccccc12 (configuration not stated)
-4,5,COc1cccc(-n2c(SCC(N)=O)nnc2-c2ccco2)c1
1,3,CSCCC(NC(=O)c1ccccc1Cl)C(=O)Nc1ccncc1 (configuration not stated)
4,1,Cc1ccncc1CNC(=O)c1ccccc1

# 3 entries from above, field by field.
mol: O=C1C(=O)c2ccccc2C(O)=C1CC=C(Cl)Cl
  PAFAH2 FP inh: 12
  PAFAH1B3 FP inh: 1

mol: COc1cc(NCCCC(C)N)c2ncccc2c1 (configuration not stated)
  PAFAH2 FP inh: 24
  PAFAH1B3 FP inh: 53*

mol: CCc1c(C)nc2ncnn2c1Nc1ccccc1C
  PAFAH2 FP inh: -3
  PAFAH1B3 FP inh: 6

# (further entries)
PAFAH2 FP inh,PAFAH1B3 FP inh,compound
4,-6,CC(C)Cn1cnc2c(SCc3ccc(Cl)cc3)nc(N)nc21
5,8,O=C(c1ccccc1)N1N=C(C(F)(F)F)CC1(O)c1ccccc1O (configuration not stated)
4,8,COc1ccc(-c2nc(N)n(C(=O)c3ccccc3)n2)cc1
3,10,Clc1ccc(-c2csc(Nc3ccccc3)[n+]2Cc2ccco2)c(Cl)c1
1,0,COc1ccccc1N1CCN(C2CC(=O)N(c3cccc(Br)c3)C2=O)CC1 (configuration not stated)
-6,10,CSc1ccc(CNC(=O)C2CCC(=O)N(Cc3cccc(F)c3)C2)cc1 (configuration not stated)
1,4,CCCCn1c(=NC(=O)c2cccnc2)c(C(=O)OCC)cc2c(=O)n3ccccc3nc21
7,2,COc1cc(/C=C/C(=O)OCC(=O)N2CCN(S(=O)(=O)c3ccc(C)cc3C)CC2)cc(Cl)c1OC
5,1,Cc1cccc(CCN(C(=O)c2snc(C(N)=O)c2N)C(C(=O)NCC2CCCO2)c2ccc(F)cc2)c1 (configuration not stated)
1,9,COc1cc(C(=O)OCC(C)=O)ccc1OCc1c(C)noc1C
-8,4,CCOC(=O)C=C(C(=O)OCC)C(=O)OCC
0,-2,Cc1ccccc1N1CCN(Cc2ccc(Br)o2)CC1
0,1,CCOC(=O)Nc1ccc2c(CN3CCN(S(=O)(=O)c4ccccc4F)CC3)cc(=O)oc2c1
0,4,C#CCOCCOCCOCCNc1nc(N2CCN(C(=O)[C@H]([C@@H](C)CC)n3cc(CCC(=O)O)nn3)CC2)nc(N2CCN(C(=O)[C@H](CCCCN)n3cc(CC(C)O)nn3)CC2)n1 (some centres not stated)
0,4,Cc1cc(=O)oc2c(C)cc(C(C)(C)C)cc12
-2,4,C=CCc1ccccc1Oc1cc(OC)nc(N)n1
3,9,CN(CC(=O)NC1CC1)S(=O)(=O)c1cc(Cl)ccc1Cl
2,1,Cc1cc(C)c(S(=O)(=O)NC2CC(C)(C)NC(C)(C)C2)cc1Br
-15,-8,CN(C)c1ccc(/C=C/C(=O)c2ccc(O)cc2)cc1
-4,5,Cc1cc(C)cc(-c2nnc(SCC(=O)c3c(N)n(C4CC4)c(=O)[nH]c3=O)o2)c1
-1,8,S=c1[nH]nc2ccccn12
0,3,COc1ccc(C2CC(=O)c3cnc(N)nc3C2)c(OC)c1 (configuration not stated)
-1,9,CCC(=O)N1CCN(c2ccc(NC(=S)NC(=O)c3cc4ccccc4o3)cc2)CC1
-1,2,C=CCOc1c(Cl)cc(Cl)cc1S(=O)(=O)NCCO
5,2,CCOC(=O)C1=C(C)N=c2s/c(=C\c3ccc(C(=O)O)cc3)c(=O)n2C1c1ccc(F)cc1 (configuration not stated)
-2,1,Cc1ccc(-c2c(C)nn3c(N4CCOCC4)cc(C)nc23)cc1
3,10,Cc1cc(C)n(C(=O)CNC(=O)c2cccc(F)c2)n1
4,4,OC1CCCC1NCc1ccnc2cc(Cl)ccc12 (configuration not stated)
8,0,N#Cc1nc(COc2ccccc2Cl)oc1N1CCCCCC1
1,7,CCn1nc(C)c(CNC(=O)c2ccc(OC3CCN(Cc4ccccn4)CC3)cc2)c1C
3,2,CN(Cc1ccon1)C(=O)CC1C(=O)NCCN1Cc1ccccc1C(F)(F)F (configuration not stated)
10,13,O=C(c1cc(COc2ccc(F)c(F)c2)on1)N1CCSCC1
-1,6,CCN1C[C@@H]2[C@@H]3C(=O)N(C)C(=O)[C@@H]3[C@](C)(C1=O)N2C(=O)c1ccc(C)cc1
4,9,CCCCC(c1nnnn1CCOC)N1CCN(C(=O)c2ccco2)CC1 (configuration not stated)
0,-10,CCOc1ccc(NC(=O)CN(C)C(=O)c2ccc(=O)[nH]c2)cc1OCC
-2,1,C=C[C@]12CC[C@H](OC(C)=O)CC1=CCC1C2CC[C@@]2(C)C1CCC21OCCO1 (some centres not stated)
-3,-6,CC1CC2OC2CC1COC(=O)C1CC2OC2CC1C (configuration not stated)
3,8,O=C(CNC(=O)c1ccccc1)NCC(=O)OCC(=O)c1ccccc1Cl
5,-2,COc1ccc2nc(NC(=O)CCc3nc(-c4ccccc4F)no3)sc2c1
-1,11,CC[C@]12C(=O)N(C)C[C@H]([C@@H]3C(=O)N(Cc4ccccc4)C(=O)[C@@H]31)N2C(=O)c1ccc(F)cc1
0,6,CN1CCN(C(=O)/C(C#N)=C/c2ccc(OC(F)F)cc2)CC1
0,4,COC(=O)/C(C#N)=C/c1c(N2CCN(c3ccccc3)CC2)nc2c(C)cccn2c1=O
-4,6,Cc1cc(C)c(S(=O)(=O)N2CCN(C(=O)c3c(C)nn(-c4ccccc4)c3Cl)CC2)c(C)c1
2,8,CCOC(=O)Cn1c(-c2cccnc2)nc(-c2ccccc2)c1-c1ccccc1
1,5,Cn1c(SCC(=O)N2CC(=O)Nc3ccccc32)nnc1C(F)(F)F
0,-7,CCN1CCN(c2ccc(S(=O)(=O)N3CCCCC3)cc2NC(=O)CCNC(C)=O)CC1
-7,-4,Cc1cccc(-n2c(N)cc(=O)nc2SCC(=O)Nc2nnc(C)s2)c1
8,9,CN(C)Cc1cc(C(C)(C)c2ccccc2)ccc1O
3,-3,CC(C)Cn1cnc2c(SCCc3ccccc3)nc(N)nc21

# 6 records drawn at random from the list so far:
PAFAH2 FP inh,PAFAH1B3 FP inh,compound
2,8,CCOC(=O)Cn1c(-c2cccnc2)nc(-c2ccccc2)c1-c1ccccc1
-1,6,CCN1C[C@@H]2[C@@H]3C(=O)N(C)C(=O)[C@@H]3[C@](C)(C1=O)N2C(=O)c1ccc(C)cc1
8,9,CN(C)Cc1cc(C(C)(C)c2ccccc2)ccc1O
1,5,Cn1c(SCC(=O)N2CC(=O)Nc3ccccc32)nnc1C(F)(F)F
3,8,O=C(CNC(=O)c1ccccc1)NCC(=O)OCC(=O)c1ccccc1Cl
-3,-6,CC1CC2OC2CC1COC(=O)C1CC2OC2CC1C (configuration not stated)

# Source: PubChem BioAssay (The Scripps Research Institute Molecular Screening Center)

# Only part of the results is shown; rates above refer to the full screens.
